Bioassay records (PubChem)
HIF activator – HIF pathway transcriptional activators, primary screen, cell-based, U2OS HRE-luciferase, luminescence; AID 1910, 2009; activation, % at 7.5 µM (by protocol); U2OS HRE-luciferase reporter; normalized: DMSO 0%, desferrioxamine 100%; actives 0.32% (n = 300,000);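 active = mean activation of at least 10% of the iron chelator positive control signal, with at least half of replicates also reaching 10%; inconclusive = mean and replicate majority disagree about reaching 10%; inactive = mean and most replicates under 10%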
IEC-6 cytotox – cytotoxicity in IEC-6 intestinal epithelial cells, primary screen, cytotoxicity control for KLF5 inhibitor project, cell-based, luminescence | IEC-6 cytotoxicity, luminescence viability | inhibition, % at 5 µM | actives 0.78% (n = 290,000) | AID 1825, 2009; in the data active = inhibition above about 22%;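 note: 0% = plate median of test compound wells and 100% = cytotoxic reference compound wells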
SKKanGAS inh – S. pyogenes SKKanGAS growth inhibitors in kanamycin, primary screen, streptokinase expression inhibitor project, SKKanGAS strain, BacTiter-Glo luminescence; actives 1.3% (n = 300,000); 6 h; inhibition, % at 7.5 µM; AID 1662, 2009;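 active = mean replicate score, as percent of positive control median, at least 50; inconclusive = mean below 50 but one replicate at or above 50; inactive = mean and every replicate below 50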;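 note: strain carries kanamycin resistance gene driven by streptokinase promoter and grows in 40 µg/ml kanamycin; loss of luminescence reflects streptokinase promoter inhibition or plain growth inhibition; 0% = median of DMSO wells and 100% = positive control at its reference dose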
HSF1 activator – HSF-1 activators, primary screen, NIH3T3-HGL cells, MG132 stress, luminescence, single point; NIH3T3-HGL HSF-1 luciferase reporter, 8 h; 100% = twice DMSO control signal; activation, % at 9 µM; actives 1.7% (n = 300,000); AID 504408, 2011;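 active = mean replicate activation of at least 50% with a set share of replicates each reaching 50%; inconclusive = only one of those two conditions met; inactive = mean below 50% and too few replicates reaching it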;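 note: 0% = median of the neutral control wells and 100% = twice that signal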
HSF1 inhib – HSF1 inhibitors in luciferase reporter cells, primary screen, cell-based, NIH3T3, luminescence | AID 2098, 2009 | NIH3T3-HGL HSE-luciferase, MG132-induced, luminescence 8 h; active compounds read low | actives 0.77% (n = 300,000) | activity change, negative = inhibition, % at 7.5 µM (by protocol);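 active = more than half of replicate wells show activity change below -50%, luminescence cut by over half; inconclusive = some wells, but at most half, below -50%; inactive = no replicate well below -50%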;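 note: luciferase reports HSF-1 transcriptional activity via heat shock element; 0% = median of DMSO wells and -100% = zero luminescence signal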
AI-2 QS modul – Vibrio harveyi AI-2 quorum sensing modulators, primary screen, JMH597 strain, luminescence/OD600 ratio; Vibrio harveyi JMH597 AI-2 luminescence/OD600 ratio, 9 h; active compounds read low; strain lacks LuxN and CqsS sensors; 0 = neutral-control median; activity change, % at 7.5 µM; actives 0.4% (n = 300,000); in the data active = activity change below about -75%, passing the limit was not always enough; inconclusive = no clear call, values can overlap the other calls;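 note: luminescence divided by OD600 gain over 9 h not by final OD600 alone; inactives centre near 13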
Platelet DG rel – inhibitors of platelet dense granule secretion, primary screen, cell-based, MLPCN, human platelets; human platelet-rich plasma, SFLLRN dense granule ATP release, luminescence; inhibition, %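 (compounds screened at 7.5 µM in platelet-rich plasma)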; actives 0.22% (n = 300,000); AID 1663, 2009;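 active = mean replicate score, as percent of positive control, at or above 50; inconclusive = mean below 50 but at least one replicate at or above 50; inactive = mean and every replicate below 50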
KLF5 inh – KLF5 expression inhibitors, primary screen, DLD-1 cells, luminescence; DLD-1 KLF5 promoter-luciferase reporter; inhibition, % at 5 µM; actives 0.23% (n = 290,000); AID 1700, 2009;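 active = inhibition above a per-plate limit of that plate's mean compound inhibition plus 3 SD, cut at about 60% in these data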;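 note: 0% = DMSO wells and 100% = LY294002 at 200 µM; higher means less KLF5 promoter-driven luciferase light; inactives centre near -14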
aSyn UTR inh – MLPCN primary screen, SNCA 5' untranslated region. actives 0.82% (n = 300,000). inhibition, % (tested at 7.5 µM). alpha-synuclein 5'UTR reporter, inhibitor activity. AID 1813, 2009; in the data active = inhibition above about 60%; inconclusive = no clear call, values can overlap the other calls;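 note: H4 neuroglioblastoma cells stably carrying SNCA 5'UTR luciferase fusion; 0% = DMSO wells and 100% = positive control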
HSP90 refold inh – HSP90 inhibitors, primary screen, cell lysate, luminescence; Heat shock protein HSP 90 (rabbit reticulocyte lysate; luciferase refolding); Rabbit reticulocyte lysate, luciferase refolding luminescence, 3 h; inhibition, % at 5.6 µM; actives 0.91% (n = 290,000);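 active = inhibition above the screen-wide mean plus 3 SD, computed separately per campaign, cut at about 16% in these data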;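 note: 0% = DMSO wells and 100% = 60 µM geldanamycin wells; inhibitors lower the luminescence because luciferase stays unfolded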
Numbers without * were called inactive.

How did COc1ccc(C(C(=O)NC(C)(C)C)N(C(=O)CCC(=O)Nc2cc(C)on2)c2c(C)cccc2C)cc1 (centres undefined) do in these assays?
HIF activator: -0.3; IEC-6 cytotox: -5; SKKanGAS inh: 6; HSF1 activator: -1; HSF1 inhib: 1; AI-2 QS modul: 13; Platelet DG rel: 2; KLF5 inh: 5; aSyn UTR inh: -4; HSP90 refold inh: -4

How did COc1ccc(CN(CC(=O)NCc2ccco2)C(=O)CCC(=O)Nc2ccccn2)cc1 do in these assays?
HIF activator: 0.4; IEC-6 cytotox: -8; SKKanGAS inh: -3; HSF1 activator: -19; HSF1 inhib: -2; AI-2 QS modul: 28; Platelet DG rel: 5; KLF5 inh: -6; aSyn UTR inh: -18; HSP90 refold inh: 0

How did COCCCNC(=O)C1CCC(CNS(=O)(=O)c2ccc(Cl)cc2)CC1 (centres undefined) do in these assays?
HIF activator: -0.6; IEC-6 cytotox: 0; SKKanGAS inh: 12; HSF1 activator: 7; HSF1 inhib: -12; AI-2 QS modul: 11; Platelet DG rel: -9; KLF5 inh: 5; aSyn UTR inh: -11; HSP90 refold inh: -7

How did O=C(CSc1nnc(-c2ccco2)n1Cc1ccco1)NCc1cccs1 do in these assays?
HIF activator: 0.6; IEC-6 cytotox: 0; SKKanGAS inh: -8; HSF1 activator: 13; HSF1 inhib: 3; AI-2 QS modul: 20; Platelet DG rel: -2; KLF5 inh: -9; aSyn UTR inh: 9; HSP90 refold inh: 1

How did CCCC[C@@H]1CCCO[C@@](C(=O)NCc2cc(C)n(C)n2)(C(F)(F)F)C1 do in these assays?
HIF activator: 1.0; SKKanGAS inh: 4; HSF1 activator: -16; HSF1 inhib: -7; AI-2 QS modul: 18; Platelet DG rel: -1; aSyn UTR inh: 6

Results for Cc1ccc(C(=O)NCC(C)(C)N2CCOCC2)s1 ?
HIF activator: -0.1; IEC-6 cytotox: 0; SKKanGAS inh: 3; HSF1 activator: -13; HSF1 inhib: -1; AI-2 QS modul: 8; Platelet DG rel: 0; KLF5 inh: -15; aSyn UTR inh: 7; HSP90 refold inh: 3

What do the screens show for `CCCOc1ccc(C(=O)NCC(c2ccco2)N(C)C)cc1OC` (centres undefined)?
HIF activator: 0.0; IEC-6 cytotox: -8; SKKanGAS inh: 21; HSF1 activator: 32; HSF1 inhib: 4; AI-2 QS modul: 6; Platelet DG rel: 2; KLF5 inh: 11; aSyn UTR inh: -8; HSP90 refold inh: -3

Results for CCOC(=O)C[C@H]1c2ccccc2S(=O)(=O)N1Cc1cc(OC)c(OC)c(OC)c1 ?
HIF activator: -0.7; SKKanGAS inh: -7; HSF1 activator: -5; HSF1 inhib: -2; AI-2 QS modul: 16; Platelet DG rel: 1; aSyn UTR inh: 36

How did CCCCN(CCCC)CC(O)COc1ccccc1C(=O)Nc1ccccc1 (centres undefined) do in these assays?
HIF activator: -0.3; IEC-6 cytotox: -3; SKKanGAS inh: 0; HSF1 activator: 23; HSF1 inhib: 8; AI-2 QS modul: 7; Platelet DG rel: 2; KLF5 inh: 1; aSyn UTR inh: -25; HSP90 refold inh: 2

Results for NC(=O)[C@@H]1CCCN1Cc1nc(-c2ccccc2)no1 ?
HIF activator: -0.9; IEC-6 cytotox: 1; SKKanGAS inh: -4; HSF1 activator: 3; HSF1 inhib: 0; AI-2 QS modul: 11; Platelet DG rel: -11; KLF5 inh: -30; aSyn UTR inh: -3; HSP90 refold inh: -3

How did CN1CCC(OC(=O)c2ccccc2Cl)CC1 do in these assays?
HIF activator: -0.1; IEC-6 cytotox: 2; SKKanGAS inh: 5; HSF1 activator: 3; HSF1 inhib: -2; AI-2 QS modul: 20; Platelet DG rel: 0; KLF5 inh: -13; aSyn UTR inh: 5; HSP90 refold inh: 0

Results for CCOC(=O)c1c(-c2cccs2)csc1NC(=O)CC(C)C ?
HIF activator: -15; IEC-6 cytotox: 0; SKKanGAS inh: 13; HSF1 activator: -10; HSF1 inhib: -2; AI-2 QS modul: 31; Platelet DG rel: -3; KLF5 inh: -4; aSyn UTR inh: 19; HSP90 refold inh: 6

How did Cc1ccc(C(=O)N2CCN(Cc3ccc4c(c3)OCO4)CC2)c(Cl)c1 do in these assays?
HIF activator: 0.1; IEC-6 cytotox: 4; SKKanGAS inh: 3; HSF1 activator: -9; HSF1 inhib: -11; AI-2 QS modul: 0; Platelet DG rel: 4; KLF5 inh: -22; aSyn UTR inh: 2; HSP90 refold inh: 0

Results for Cn1c(=NC(=O)c2ccco2)sc2cccc(F)c21 ?
HIF activator: 4.6; IEC-6 cytotox: 7; SKKanGAS inh: -1; HSF1 activator: 28; HSF1 inhib: 22; AI-2 QS modul: 16; Platelet DG rel: 3; KLF5 inh: -8; aSyn UTR inh: -151; HSP90 refold inh: 1

How did CSc1ccc(NC(=O)Nc2ccccc2C(N)=O)cc1 do in these assays?
HIF activator: 2.1; IEC-6 cytotox: 3; SKKanGAS inh: 4; HSF1 activator: 49; HSF1 inhib: 22; AI-2 QS modul: 5; Platelet DG rel: 28; KLF5 inh: -105; aSyn UTR inh: -92; HSP90 refold inh: 13

How did Cc1cc(C)c(C(=O)/C=C/c2cccs2)c(=O)[nH]1 do in these assays?
HIF activator: 1.2; IEC-6 cytotox: -3; SKKanGAS inh: -6; HSF1 activator: 3; HSF1 inhib: 9; AI-2 QS modul: 11; Platelet DG rel: -5; KLF5 inh: -33; aSyn UTR inh: -40; HSP90 refold inh: 1

Results for CC(C)(C)c1cc(C(=O)NCc2ccccc2)ccn1 ?
HIF activator: 0.5; IEC-6 cytotox: 3; SKKanGAS inh: 4; HSF1 activator: -33; HSF1 inhib: -16; AI-2 QS modul: 13; Platelet DG rel: -5; KLF5 inh: -16; aSyn UTR inh: 14; HSP90 refold inh: -5

What do the screens show for `CCOC(=O)C1(C)NC(c2ccccc2F)C2C(=O)N(c3cccc(C(C)=O)c3)C(=O)C21` (centres undefined)?
HIF activator: -0.9; IEC-6 cytotox: -1; SKKanGAS inh: 1; HSF1 activator: -10; HSF1 inhib: 1; AI-2 QS modul: 12; Platelet DG rel: 1; KLF5 inh: -13; aSyn UTR inh: 4; HSP90 refold inh: 0

How did O=C(CN1C(=O)c2ccccc2C1=O)NCC(=O)OCC(=O)c1ccc(Cl)cc1 do in these assays?
HIF activator: -0.3; IEC-6 cytotox: -2; SKKanGAS inh: -6; HSF1 activator: -1; HSF1 inhib: -5; AI-2 QS modul: 23; Platelet DG rel: -6; KLF5 inh: -8; aSyn UTR inh: -8; HSP90 refold inh: 5

What do the screens show for `CNC(=S)NNC(=O)c1sc(-c2cc(C)on2)nc1C`?
HIF activator: -0.2; IEC-6 cytotox: 3; SKKanGAS inh: 2; HSF1 activator: 45; HSF1 inhib: 3; AI-2 QS modul: 14; Platelet DG rel: -2; KLF5 inh: 18; aSyn UTR inh: -8; HSP90 refold inh: 7

How did Cc1cc(C(=O)NC2CCCc3c2cnn3-c2cc(F)cc(F)c2)nn1C (centres undefined) do in these assays?
HIF activator: -0.1; IEC-6 cytotox: 6; SKKanGAS inh: 3; HSF1 activator: -2; HSF1 inhib: -2; AI-2 QS modul: 10; Platelet DG rel: 5; KLF5 inh: -14; aSyn UTR inh: -1; HSP90 refold inh: 1

What do the screens show for `COc1ccc(OCC(=O)Nc2ccc3c(c2)C(=O)NC3=O)cc1`?
HIF activator: -0.2; IEC-6 cytotox: -2; SKKanGAS inh: -1; HSF1 activator: -2; HSF1 inhib: -2; AI-2 QS modul: 37; Platelet DG rel: 3; KLF5 inh: -2; aSyn UTR inh: 8; HSP90 refold inh: -4

How did Cc1ccc(CNC(=O)C2(C(F)(F)F)C/C(=C\Cc3ccccc3)CCCO2)o1 (centres undefined) do in these assays?
HIF activator: 0.0; IEC-6 cytotox: -2; SKKanGAS inh: 5; HSF1 activator: 21; HSF1 inhib: 2; AI-2 QS modul: 7; Platelet DG rel: -3; KLF5 inh: -12; aSyn UTR inh: 13; HSP90 refold inh: 2

How did Cn1cc(S(=O)(=O)N2CCOCC2)cc1C(=O)NCCc1ccccc1 do in these assays?
HIF activator: 0.0; IEC-6 cytotox: -2; SKKanGAS inh: -2; HSF1 activator: 6; HSF1 inhib: 4; AI-2 QS modul: 17; Platelet DG rel: 18; KLF5 inh: -23; aSyn UTR inh: -20; HSP90 refold inh: -3

How did CCOc1ccc2c(c1)ncn2Cc1ccccc1 do in these assays?
HIF activator: 2.1; IEC-6 cytotox: 3; SKKanGAS inh: 15; HSF1 activator: 32; HSF1 inhib: 13; AI-2 QS modul: -4; Platelet DG rel: 5; KLF5 inh: -58; aSyn UTR inh: -57; HSP90 refold inh: -1

How did COc1ccccc1C(=O)Nc1ccnn1C1CCN(C/C=C/c2ccc(F)cc2)CC1 do in these assays?
HIF activator: 0.5; IEC-6 cytotox: 7; SKKanGAS inh: 4; HSF1 activator: 38; HSF1 inhib: 8; AI-2 QS modul: 9; Platelet DG rel: 15; KLF5 inh: -32; aSyn UTR inh: 31; HSP90 refold inh: -3

How did O=C(Nc1nc(-c2ccccc2)cs1)c1ccc2c(=O)n3c(nc2c1)CCCCC3 do in these assays?
HIF activator: -0.3; IEC-6 cytotox: -2; SKKanGAS inh: inconclusive; HSF1 activator: -6; HSF1 inhib: -2; AI-2 QS modul: 22; Platelet DG rel: 9; KLF5 inh: 10; aSyn UTR inh: -41; HSP90 refold inh: 2

How did Cc1cccc(NNC(N)=S)c1C do in these assays?
HIF activator: 0.0; IEC-6 cytotox: -1; SKKanGAS inh: -2; HSF1 activator: -3; HSF1 inhib: -4; AI-2 QS modul: 18; Platelet DG rel: 2; KLF5 inh: -24; aSyn UTR inh: 2; HSP90 refold inh: -1

What do the screens show for `CCN(CC)C(=O)C1CCCN(C(=O)c2cc(COc3cccc(OC)c3)on2)C1` (centres undefined)?
HIF activator: 1.4; IEC-6 cytotox: -3; SKKanGAS inh: -7; HSF1 activator: 14; HSF1 inhib: 8; AI-2 QS modul: 35; Platelet DG rel: 18; KLF5 inh: -54; aSyn UTR inh: -33; HSP90 refold inh: 3

What do the screens show for `COC(=O)c1c(NC(=S)Nc2ccc(CC(=O)O)cc2)sc(C)c1C`?
HIF activator: -0.1; IEC-6 cytotox: -3; SKKanGAS inh: 5; HSF1 activator: -14; HSF1 inhib: -5; AI-2 QS modul: 13; Platelet DG rel: -4; KLF5 inh: -23; aSyn UTR inh: -16; HSP90 refold inh: -1

What do the screens show for `O=C(Cn1nnc2ccccc21)OCC(=O)c1ccccc1`?
HIF activator: -0.3; IEC-6 cytotox: 0; SKKanGAS inh: 5; HSF1 activator: -11; HSF1 inhib: -6; AI-2 QS modul: 0; Platelet DG rel: -11; KLF5 inh: -15; aSyn UTR inh: 6; HSP90 refold inh: -3
